Bioassay records from PubChem.
Growth percent in the NCI-60 one-dose screen (48 h, 10 µM unless noted): 100 = growth as untreated, 0 = no growth, -100 = all killed.
HL-60(TB): HL-60(TB) leukemia cells. AID 1794776. hit rate 9% among 78,000; active means growth percent below 10
* hit, by the source's call; & = joins results of further samples; [ ] = another dose, or the depositor's remark.

Compound | HL-60(TB)
OC1(c2ccccc2)c2ccccc2Oc2ccccc21 | 70
Nc1ccc2ccccc2c1Cl | 62
CON1CCC(c2cn(S(=O)(=O)N(C)C)cn2)c2cc[nH]c2C1=O (configuration not stated) | 97
COc1cc2nc(-c3ccc(Cl)cc3)cc(OCCCN3CCCC3)c2cc1OC | 32
CCN(CC)CCNC(=O)c1ccc(NC(C)=O)cc1 | 110
C(=C\c1ccccc1)/CSc1ncnc2nc[nH]c12 | 88
C/C(=N\Nc1ccc(C(=O)O)cc1)c1cnn(-c2cc(=O)[nH]c3ccc(Cl)cc23)c1C | 94
CCC(=O)NCCc1ccc(OC)c(OC)c1 | 99
OC(c1cc(C23CC4CC(CC(C4)C2)C3)nc2c(Cl)cc(Cl)cc12)C1CCCCN1 (configuration not stated) | -48*
O=C(Nc1ccccc1)Nc1ccccc1CNc1nc(Nc2ccc(OCCN3CCCC3)cc2)ncc1Cl | -31*
COC(=O)[C@@]1(C)CC[C@]2(C)CC[C@]3(C)C4=CC(=O)c5c(cc(O)c(O)c5C)[C@]4(C)CC[C@@]3(C)[C@@H]2C1 | 38
Cc1nc2c(C)c(C(=O)Nc3ccc(Cl)cc3)sc2c(=O)[nH]1 | 92
CCOC(=O)C(C(=O)OCC)c1nc(=O)[nH]c(=O)[nH]1 | 81
COc1cccc(-c2cn3c(ccc4ccccc43)n2)c1 | 6.3*
N#CC1=C(c2ccccc2)Nc2c(c(-c3ccc(Cl)cc3)nn2-c2ccccc2)C12C(=O)Nc1ccc(Cl)cc12 (configuration not stated) | 48
CC(C)C1C(=O)OC1C(=O)N[C@H](C(=O)N[C@H](C(=O)O)C(C)C)C(C)C (some centres not stated) | 104

Part of the list above, set out differently:
CCOC(=O)C(C(=O)OCC)c1nc(=O)[nH]c(=O)[nH]1
  HL-60(TB) = 81

COc1cccc(-c2cn3c(ccc4ccccc43)n2)c1
  HL-60(TB) = 6.3*

(continued)
Compound | HL-60(TB)
CCOC(=O)c1ccc2c(c1)ncn2-c1ccc(NC(=O)Nc2cccc(C)c2)cc1 | 78
O=C1/C(=C/c2ccc3cccc(Cl)c3n2)SC(=S)N1CCc1ccc(O)cc1 | 32
COc1ccc(-c2nn(-c3cccc(Cl)c3)cc2-c2cc(-c3ccccc3)nc(N)n2)cc1 | 56
Fc1ccc(Cn2cc(CSc3nc4ccccc4s3)nn2)c(F)c1 | 96
COc1ccc(CC(C)NC(C)C)cc1OC (configuration not stated) | 86
CCN(CC)CCOc1ccc(/C(=C(\C)c2ccc(OC)c(F)c2)c2ccc(Cl)cc2)cc1 | 69
COc1ccc(-n2nc(C)c3c(Nc4ccc(NC(=O)Nc5cc(C(F)(F)F)ccc5F)cc4)ncnc32)cc1 | 46
NCCCC[C@@H](N)C[C@H]1O[C@@H](n2cnc3c(N)ncnc32)[C@H](O)[C@@H]1O | 100
O=c1cc(C2NCCc3c2[nH]c2ccccc32)c2c(ccc3ccccc32)o1 (configuration not stated) | 49
CCOC(=O)Nc1ccc(-c2nc(-c3cccc(O)c3)c(-c3ccnc(Br)c3)[nH]2)cc1 | -11*
CC1CCCC(C)N1C(=O)c1ccccc1 (configuration not stated) | 105
CC1=CC(=O)/C(=C/N2C(=O)CNC2=S)C(=O)O1 | 110
COc1cc(NC(=O)C(O)CN(C)Cc2ccc(C(F)(F)F)cc2)ccc1C#N (configuration not stated) | 93
S=C(Nc1ccc2c3c(cccc13)CC2)Nc1ccc2c3c(cccc13)CC2 | 79
CC(C)=CC(C)(C)C=O | 100
Nc1nc2c(c(=O)[nH]1)C1(C(=O)N(Cc3ccccc3)c3ccccc31)c1c(nc(N)[nH]c1=O)N2 | 96
O=[N+]([O-])c1ccc2nc[nH]c2c1 | 108&93
CCCCC(CC)COC(=O)CSC1=C(C)C(=O)C(OC)=C(OC)C1=O (configuration not stated) | 104
O=C1NCCCCC1(Cl)Cl | 104
c1ccc2[nH]c(CCCCc3nc4ccccc4[nH]3)nc2c1 | 100
O=C(O)C(c1ccccc1)C1(O)CCC1 (configuration not stated) | 107
Clc1ccc(-c2cc(-c3cc(-c4ccc(Cl)c(Cl)c4)n[nH]3)[nH]n2)cc1Cl | 93
CCn1cc(C(=O)O)c(=O)c2cc(F)c(N3CCN(C(C)C(=O)Nc4ccc(/C(C)=N\O)cc4)CC3)cc21 (configuration not stated) | 85
COc1ccc(N2C(=O)CC(Nc3ccc(F)cc3)C2=O)c([N+](=O)[O-])c1 (configuration not stated) | 111
O=C(CCl)N1c2ccccc2Sc2ccc3ccccc3c21 | -44*
CCOP(=O)(CCCP(=O)(OCC)OCC)OCC | 98
Nc1cc2nc3ccccc3nc2cc1N | 88
Cc1ccc2c(c1)C(=O)/C(=C/c1cccc(OCC(=O)c3ccc(Cl)cc3)c1)CS2 | 43
COc1cccc2c1C(CCCC(=O)O)CCC2 (configuration not stated) | 96
O=S(=O)(O)c1ccc(N=NNc2ccc(S(=O)(=O)O)cc2)cc1 | 121
COc1ccc2[nH]c(O)c(N=NC(=O)c3ccc(S(C)(=O)=O)cc3)c2c1 | 102
O=C1c2ccccc2C(=O)N1CCl | 91
O=C(O)CC1CCC1CC(=O)O (configuration not stated) | 106
CN1CCN(CC(=O)N(C)c2ccc(N=C(c3ccccc3)c3c(O)[nH]c4ccc(C#N)cc34)cc2)CC1 | 15
O=C(O)CCCN1C(=O)/C(=C/c2ccc(Cl)cc2)SC1=S | 107
Cc1c(Cl)cccc1Nc1ncccc1C(=O)O | 79
CC(Oc1ccc(-c2ccccc2)cc1)C(=O)O (configuration not stated) | 97
CCC1CCC(=O)O1 (configuration not stated) | 109&78
COc1ccc(-c2nc(C#N)c(NCC(c3ccc(Cl)cc3)N3CCCCC3)o2)cc1 (configuration not stated) | 74
O=C(CCN1C(=O)/C(=C/c2ccc(O)cc2)SC1=S)Nc1ccc(O)cc1 | 75
C=C(C)[C@@H]1CC[C@]2(C)[C@H](CC[C@@H]3[C@@H](/C(C)=C\CC=C(C)C)CC[C@]32C)[C@@]1(C)CC/C(N)=N/O | 102
O=c1[nH][n+](-c2no[n+]([O-])c2-c2ccc(F)cc2)no1 | 100
O=S(=O)(F)c1ncnc2nc[nH]c12 | 97
O=[N+]([O-])c1ccc2c([N+](=O)[O-])ccc3c2c1CC3 | 87
CCN(CC)S(=O)(=O)c1ccc(Nc2ccccc2OC)c(N)c1 | 130
Cc1c(O)n2ncnc2[nH]c1=O | 96
CNCCOC(c1ccccc1)c1ccccc1C (configuration not stated) | 98&109
CCOC(=O)c1c(C)nc2c(c1N)CC(=O)N2Cc1ccc(C(F)(F)F)cc1 | 95
O=C(Cc1nc2cc(Cl)c(Cl)cc2nc1CC(=O)c1cccnc1)c1cccnc1 | 40
O=C(O)c1cc([N+](=O)[O-])cc2ccccc12 | 97&137
NS(=O)(=O)c1ccc(CCNC(=O)/C=C/c2ccc(Cl)cc2)cc1 | 89
O=C(O)c1cc(Cl)nc(Cl)n1 | 109
CC(C)(CCN)[N+](=O)[O-] | 103
COC(=O)c1cc(C)n(-c2ccc(C)cc2)c1C | 144
CC(=O)[C@H]1CC[C@H]2[C@@H]3CC[C@@]45O[C@@H]4C(=O)CC[C@]5(C)[C@H]3CC[C@]12C | 82
O=C(c1nc2ccccc2[nH]1)C1C(c2cccs2)C2CC3CCCC[C@H]3N2[C@@]12C(=O)Nc1cc(Cl)ccc12 (some centres not stated) | 46

Remaining list, next part
Compound | HL-60(TB)
CCOC(=O)C1[C@@H]2C(=O)N(c3ccc(Cl)cc3)C(=O)[C@@H]2[C@H](c2cn(-c3ccccc3)nc2C)N1Cc1ccccc1 (some centres not stated) | 87
CC1(C)OC2COC3(C(=O)O)OC(C)(C)OC3C2O1 (configuration not stated) | 106
O=S(=O)(Nc1nnc(-c2ccccc2)s1)c1ccccc1 | 104
Cc1cccc(N2CCN(CC(O)COc3ccc4ccccc4c3)CC2)c1 (configuration not stated) | 98
N#Cc1c(NC(=O)Nc2ccc(F)cc2F)sc(=S)c2c1CCCC2 | 70
COC(=O)/C=C1/CCCCC1(C)C(=O)OC (configuration not stated) | 102
COc1ccc(-c2ccc(NC(=O)Nc3cccc(C(F)(F)F)c3)c(C)n2)cc1 | 50
CCOC(=N)c1ccccc1 | 131
Nc1c2c([nH]c(=O)c1N)CCC2 | 95
COc1ccc(-c2[nH]c(=S)n(C(CC3(C)NCC(=O)N3n3c(-c4ccccc4)cc(C)nc3=S)c3ccc(OC)cc3)c(=O)c2Br)cc1 (configuration not stated) | 60
CCN(CC)c1ccc(/C=N/NC(=O)c2ccc(S(N)(=O)=O)cc2)c(O)c1 | 1.3*
CC1(C)OC(=O)C(=Cc2ccccc2Cl)C(=O)O1 | 98
O=C(Nc1ccc(F)cc1)ON=C1CCCCC1 | 87[100 µM]
Cn1c(S(C)(=O)=O)nc(-c2ccccc2)c(C#N)c1=O | 108
Oc1[nH]c2ccc(Cl)cc2c1/C=c1/ccc2c(c1)N=C(c1ccc(F)cc1)N=2 | 52
Cc1ccc2c(n1)C(=O)C(Br)=C(c1cccc(Cl)c1)C2=O | 56
CCOC(=O)C(CC)c1ccccc1 (configuration not stated) | 75
O=c1[nH]c(=O)c2[nH]c(-c3cc4ccccc4[nH]c3=O)nc2[nH]1 | 111
OCCCN1CCCCC1CO (configuration not stated) | 132
COc1ccc2c3c([nH]c2c1)[C@H]1C[C@H]2[C@H](C[C@@H](O)[C@H](OC)[C@H]2CO)CN1CC3 | 109
Cc1ccnc(NS(=O)(=O)c2ccc(NC(=O)CSc3nc4ccccc4c(=O)n3-c3ccccc3)cc2)n1 | 106
O=C(/C=C\c1ccco1)CCN1CCCCC1 | 98
C/C(Cc1ccc(Cl)cc1)=C(/c1ccc(Cl)cc1)c1ccc(OCCCN(C)C)cc1 | 90
S=C1CCC2C(=S)N3C(=S)CCC3C(=S)N12 (configuration not stated) | 100
O=[N+]([O-])c1ccc(N/N=C\c2ccc(O)cc2O)nc1 | 0.9*
CCOC(=O)CSC1=NCCN1 | 102
COC(=O)C[C@](O)(CCC(C)C)C(=O)O[C@H]1C(OC)=C[C@@]23CCC(=O)N2CCc2cc4c(cc2[C@@H]13)OCO4 | 103
CCOC(=O)c1c2ncccc2n2c(=O)n(-c3ccccc3Cl)nnc12 | 68
COc1ccc(NC(=O)Cn2cnc3c2c(=O)n(C)c(=O)n3C)cc1 | 108
Cc1[nH]c(C(=O)Nc2ccc(C(=O)NCC3CCNCC3)cc2OC(C)C)c(Cl)c1Cl | 73
CCOC(=O)c1nc(-c2cccc(Cl)c2)nc2ccccc12 | 98
C[C@]1(CO)O[C@H](n2cc(F)c(N)nc2=O)C[C@@H]1O | 79
S=c1[nH]nc(-c2ccc3c(c2)OCO3)n1-c1cccnc1 | 106
COc1cccc(-c2nn(C(C)(C)C)cc2-c2ccnc(NCCNS(=O)(=O)c3cccc(F)c3)c2)c1 | 97
O=c1c[n+](Cc2ccc(Cl)cc2)[nH]o1 | 70
Cc1ccccc1NC(=O)c1cccc(NC(=O)CCl)c1 | 19
Nc1ccc(-c2ccncc2)cc1NC(=O)N1CCCC1 | 120
Cc1c(/C=C2\Oc3ccccc3C2=O)c(=O)n(-c2ccccc2)n1C | 130
C#C[C@@]1(O)[C@@H](CO)O[C@@H](n2cc(C(F)(F)F)c3c(N)ncnc32)[C@@H]1O | -38*
COCCOCCCl | 110

Reprinted at random: 6 compounds from above.
Compound | HL-60(TB)
CCOC(=O)c1c(C)nc2c(c1N)CC(=O)N2Cc1ccc(C(F)(F)F)cc1 | 95
CCOC(=O)C(CC)c1ccccc1 (configuration not stated) | 75
O=C(Nc1ccc(F)cc1)ON=C1CCCCC1 | 87[100 µM]
C/C(=N\Nc1ccc(C(=O)O)cc1)c1cnn(-c2cc(=O)[nH]c3ccc(Cl)cc23)c1C | 94
O=[N+]([O-])c1ccc2nc[nH]c2c1 | 108&93
CCOC(=O)Nc1ccc(-c2nc(-c3cccc(O)c3)c(-c3ccnc(Br)c3)[nH]2)cc1 | -11*

3 entries from above in another layout.
> Cc1c(/C=C2\Oc3ccccc3C2=O)c(=O)n(-c2ccccc2)n1C
  HL-60(TB) = 130

> C#C[C@@]1(O)[C@@H](CO)O[C@@H](n2cc(C(F)(F)F)c3c(N)ncnc32)[C@@H]1O
  HL-60(TB) = -38*

> COCCOCCCl
  HL-60(TB) = 110

Following part
Compound | HL-60(TB)
O=C1c2ccccc2C(=O)N1CN1CCN(c2cc(=O)n(-c3ccccc3)c3ccccc23)CC1 | 89
CCOc1ccc(NC(C)=O)cc1 | 91&109
COc1ccc(S(=O)(=O)Nc2c(/C=C\c3cc(OC)c(OC)c(OC)c3)ccc(OC)c2O)cc1 | -42*
CCN1CCN(Cc2ccc(NC(=O)c3nc4ccc5[nH]ncc5c4c4c3CCCC4)cc2C(F)(F)F)CC1 | -59*
NC(Cc1ccc(O)c(O)c1)C(=O)O (configuration not stated) | 106
CC(=O)Nc1ccc(C2NCC(=O)N2O)cc1 (configuration not stated) | 85
C[N+](C)(C)CC(=O)N/N=C/C(O)C(O)C(O)C(O)CO (configuration not stated) | 118
CC(=O)N1C(=O)c2cccc3cccc1c23 | 90
CCN1CCC(CCOC)(CN2c3ccccc3Sc3ccc(Cl)cc32)C1 (configuration not stated) | 59
N#Cc1cc(Cl)c2c(c1)CN(c1ncc(Cc3cccc(N4CCOCC4)c3)s1)CC2 | 27
O=C1CCCCC(=O)[C@H]2CC3(OCCO3)C(=O)O[C@@H]2CO1 | 107
ClCCOCCn1cnc2c(Cl)nc(Cl)nc21 | 41
Brc1ccc2[nH]cc(-c3nc(-c4c[nH]c5ccncc45)cs3)c2c1 | -55*
N/N=C/c1cccnc1 | 100
O=C(/C=C\c1ccc(Br)cc1)c1ccccc1 | 92
COc1ccc(/C=C/C(=O)c2ccc(NC(=O)CSc3nnc(-c4cc(-c5ccc(OC)cc5)nc5ccccc45)n3-c3ccccc3)cc2)cc1 | 98
Cc1ccc(C2CC(c3ccc(Nc4nc(NCCO)nc(N5CCOCC5)n4)cc3)=NN2c2cc(Cl)cc(Cl)c2)cc1 (configuration not stated) | 106
O=Cc1nccc2c1[nH]c1ccccc12 | 91

This is a subset; count on the stated rates, not on these rows.
